Screening results from PubChem.
PLK1 PBD inh – blocks phosphopeptide binding to human Plk1 polo box domain | Plk1 PBD phosphopeptide binding, fluorescence polarization | actives 0.13% (n = 97,000) | inhibition, %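 (tested at about 20 µM)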; in the data active = inhibition above about 34%, passing the limit was not always enough
Target sequence (P53350 whole entry, looked up, the tested form may be a part): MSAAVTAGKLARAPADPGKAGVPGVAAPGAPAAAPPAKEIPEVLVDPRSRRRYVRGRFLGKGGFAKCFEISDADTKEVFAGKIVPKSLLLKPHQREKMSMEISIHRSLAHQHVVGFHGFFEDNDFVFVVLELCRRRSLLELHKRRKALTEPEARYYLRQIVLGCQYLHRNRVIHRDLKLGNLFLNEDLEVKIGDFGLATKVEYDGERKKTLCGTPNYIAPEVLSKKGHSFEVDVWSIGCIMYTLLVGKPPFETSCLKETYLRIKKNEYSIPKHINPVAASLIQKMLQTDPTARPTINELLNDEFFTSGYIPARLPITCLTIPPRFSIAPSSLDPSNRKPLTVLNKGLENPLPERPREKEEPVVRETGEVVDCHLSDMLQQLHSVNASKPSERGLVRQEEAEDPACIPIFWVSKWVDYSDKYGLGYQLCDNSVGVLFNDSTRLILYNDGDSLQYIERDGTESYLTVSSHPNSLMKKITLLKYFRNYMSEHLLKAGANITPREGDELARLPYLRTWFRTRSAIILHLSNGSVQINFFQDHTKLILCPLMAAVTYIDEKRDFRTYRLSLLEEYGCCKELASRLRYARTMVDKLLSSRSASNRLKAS
PLK1 kinase inh – inhibitors of human PLK1 kinase; recombinant PLK1 kinase, TR-FRET peptide phosphorylation; inhibition, % at 10 µM; actives 0.53% (n = 97,000); AID 619;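 active = inhibition of 50% or more in the single-concentration screen; inactive = inhibition below 50%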;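 also: 0% = DMSO max control and 100% = H-89 dihydrochloride min control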
LYP inh 2 – LYP (human) phosphatase inhibition; recombinant LYP catalytic domain, DiFMUP fluorescence; inhibition, % at 2 µM; actives 0.21% (n = 96,000);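 active = inhibition at 2 µM at or above a set limit, the screen mean plus 3 SD, cut at about 24% in these data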;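 also: 0% = DMSO with enzyme and 100% = enzyme fully blocked by orthovanadate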
Candida biofilm – kills Candida albicans biofilms; C. albicans biofilm + clotrimazole, Alamar Blue; inhibition, % at 6 µM; actives 0.14% (n = 85,000);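 active = inhibition above 20%; inactive = inhibition below 20%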;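 also: preformed 24 hr biofilms exposed to compound for 48 hr; 0% = biofilm without compound and 100% = blank killed by clotrimazole plus chlorhexidine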
HIV Rev-RRE inh – disrupts HIV-1 Rev binding to RRE RNA; inhibition, % at 8 µM; Rev peptide-RRE RNA binding, FRET; actives 0.79% (n = 97,000);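 active = inhibition above the screen-wide mean plus 3 SD, cut at about 35% in these data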;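 also: 0% = median DMSO wells and 100% = median Neomycin B control wells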
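assay system = Cy5-tagged RRE RNA duplex with fluorescein-tagged Rev peptide | incubation = 5 + 15 min at 25 °C | also added = labelled Rev peptide | measure = % inhibition of FRET ratio versus controls | benchmarks = DMSO wells as 0% and neomycin B wells as 100% inhibition | measured by = FRET fluorescence readout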
CYP2C9 inhib – human CYP2C9 inhibition; inhibition, % at 5 µM; AID 777; P11712; CYP2C9 Supersomes, luciferin-H conversion, luminescence; actives 20% (n = 96,000);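 active = blocking of liver enzyme CYP2C9 beyond about 50% at 5 µM, limit read from the data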; also: values of inactives mirror those of a sister screen read the other way
Target sequence (P11712 whole entry, looked up): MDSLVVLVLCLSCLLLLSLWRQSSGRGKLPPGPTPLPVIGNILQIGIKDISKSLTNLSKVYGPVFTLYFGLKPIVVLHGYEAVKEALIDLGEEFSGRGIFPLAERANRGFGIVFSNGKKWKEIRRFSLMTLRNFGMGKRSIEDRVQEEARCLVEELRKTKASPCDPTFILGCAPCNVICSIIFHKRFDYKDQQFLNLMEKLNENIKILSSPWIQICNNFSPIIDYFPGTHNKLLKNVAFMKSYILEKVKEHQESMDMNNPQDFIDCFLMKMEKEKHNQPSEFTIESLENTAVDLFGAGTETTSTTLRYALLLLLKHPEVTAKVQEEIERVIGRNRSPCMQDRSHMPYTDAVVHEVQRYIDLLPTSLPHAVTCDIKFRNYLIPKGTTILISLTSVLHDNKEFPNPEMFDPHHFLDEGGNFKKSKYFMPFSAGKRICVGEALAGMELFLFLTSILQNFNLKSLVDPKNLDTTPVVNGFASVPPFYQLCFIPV
EphB4 ephrin blk – antagonists of human EphB4-ephrin-B2 interaction; AID 720; inhibition, % at 7 µM; EphB4 LBD / TNYL-RAW-Alexa532 peptide, fluorescence polarization; actives 0.15% (n = 97,000);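 active = inhibition above the screen-wide mean inhibition plus 3 SD, cut at about 15% in these data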;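 also: 0% = DMSO wells and 100% = excess unlabeled TNYL-RAW peptide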
CYP2C9 act – increases human cytochrome P450 2C9 activity; P11712; recombinant CYP2C9, luciferin-H conversion, luminescence; stronger effect = higher value; factor 1 = untreated enzyme, 0 = blocked; activation factor at 5 µM; actives 1.4% (n = 96,000); AID 1024;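 active = activation factor of 2 or more for CYP2C9 at a 5 µM dose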;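 also: 0 = sulfaphenazole-blocked wells and 1 = vehicle-only wells; values of inactives mirror those of a sister screen read the other way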
LYP act – activators of human LYP (PTPN22) phosphatase; Q9Y2R2; recombinant LYP, DiFMUP fluorescence; 0 = plate median, 100 = signal doubled; activation, % at 2 µM; actives 0.11% (n = 96,000);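 active = activation at 2 µM above a set limit, the mean plus 5 SD, cut at about 37% in these data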
Numbers without * were called inactive; . = no result given.

structure	PLK1 PBD inh	PLK1 kinase inh	LYP inh 2	Candida biofilm	HIV Rev-RRE inh	CYP2C9 inhib	EphB4 ephrin blk	CYP2C9 act	LYP act
c1ccc(N2CCN(C3CCSC3)CC2)cc1 (stereo not drawn)	25	0	8	8	3	2	3	1	-9
O=C(Nc1ncc2c(n1)CC(c1ccccc1)CC2=O)c1ccco1 (stereo not drawn)	-4	-12	2	.	7	.	6	.	-4
COc1ccc(S(=O)(=O)N(CCN2CCOCC2)Cc2cc(OC)ccc2OC)cc1	29	-4	-13	9	4	11	-12	0.9	10
O=c1[nH]c2ccc(S(=O)(=O)N3CCC(Cc4ccccc4)CC3)cc2o1	28	-11	-2	-4	4	-88	5	1.9	3
CC1CCc2ccc(F)cc2N1S(=O)(=O)c1cccs1 (stereo not drawn)	7	-5	1	4	15	40	-1	0.6	0
O=C(O)CCCCCNC(=O)CCn1nnc2ccccc2c1=O	-4	-11	-8	3	6	-1	0	1	8
COc1cccc(C(=O)N2CCCc3ccccc32)c1	-1	-8	-10	5	2	10	0	0.9	5
CC1(C)CC(=O)C2(CC3=C(CC(C)(C)CC3=O)O2)C(=O)C1	5	-4	-5	-6	2	-5	0	1	2
CC(Sc1nnc(-c2ccc(Cl)cc2Cl)n1Cc1ccccc1)C(=O)Nc1nccs1 (stereo not drawn)	-16	-4	-9	4	8	54*	10	0.5	9
CCCOc1cc(C)c(S(=O)(=O)n2nnc3ccccc32)cc1C	15	-10	8	3	3	0	-1	1	-9

Entries listed above printed as active in CYP2C9 inhib:
SMILES,PLK1 PBD inh,PLK1 kinase inh,LYP inh 2,HIV Rev-RRE inh,CYP2C9 inhib,EphB4 ephrin blk,CYP2C9 act,LYP act
CC(Sc1nnc(-c2ccc(Cl)cc2Cl)n1Cc1ccccc1)C(=O)Nc1nccs1 (stereo not drawn),-16,-4,-9,8,54*,10,0.5,9

Further entries
structure	PLK1 PBD inh	PLK1 kinase inh	LYP inh 2	Candida biofilm	HIV Rev-RRE inh	CYP2C9 inhib	EphB4 ephrin blk	CYP2C9 act	LYP act
CCCCOc1ccc(Cl)cc1CSc1nnc(CC)n1N	-6	-9	1	11	7	64*	-5	0.4	1
CN1CCN(c2nc(-c3cccs3)cc(C(F)(F)F)n2)CC1	-23	-13	-5	4	14	22	4	0.8	3
O=C(O)c1nn(-c2ccccc2)nc1-c1nn(-c2ccccc2)nc1C(=O)O	17	-5	2	5	6	10	-1	0.9	-4
Cc1cc(C(=O)C(=O)NC(C)C)c(C)n1-c1ccc([N+](=O)[O-])cc1	-36	-6	8	.	1	-7	6	1.1	-4
CCOc1ccc(CCNC(=O)CCc2c(C)nc3ncnn3c2C)cc1OCC	-4	-7	-5	9	2	-4	2	1	7
CCCCCC(C)NC(=O)c1ccoc1C (stereo not drawn)	22	-1	-6	1	5	.	-6	.	3
CCCn1c(SCC(=O)O)nc2ccccc21	13	-9	2	5	8	-20	-1	1.2	-5
COc1ccccc1NC1=NC(c2ccc(Cl)cc2)N=C(N)N1 (stereo not drawn)	-10	-2	12	10	-14	-8	0	1.1	-12
Cc1c(-c2ccc(F)cc2)[n+](=O)c(-c2ccc(F)cc2)c(C)n1[O-]	-7	-2	-6	5	6	8	3	0.9	6
O=C(Nc1ccc(N2CCCCC2)c(Cl)c1)c1ncn[nH]1	11	-7	-3	.	4	-8	3	1.1	0
CCOC(=O)COc1cc2c(C(=O)OCC)c(C)oc2cc1Br	5	-11	13	6	7	-1	-4	1	-15
CCN(Cc1ccccc1)Cc1cc(OC)cc(OC)c1	15	-12	-1	4	4	35	1	0.7	1
Cn1c(-c2ccccc2)cc(=O)c2ccccc21	-4	-4	2	.	5	3	2	1	2
Cc1c(Cl)cccc1NC(=O)NC1CCCCC1	-17	-11	1	2	4	-2	0	1	-2
CC(=NCC1CCCO1)C1=C(O)CC(C)(C)CC1=O (stereo not drawn)	4	-2	1	.	1	4	1	1	3
CCOC(=O)N1CCC2(CC1)C(C#N)=C(N)OC1=C2C(=O)CC(C)(C)C1	-422	-8	2	4	2	54*	1	0.5	-5
O=C1CC(N(C(=O)c2ccco2)c2ccc(F)cc2)C(=O)N1c1ccc(F)cc1 (stereo not drawn)	-7	7	-3	6	3	4	-2	1	0
CCOC(=O)CC1C(=O)NCCN1Cc1cccc(OC)c1 (stereo not drawn)	-3	-24	-10	3	3	75*	-5	0.2	9
COc1ccc(C(=O)N2CCc3cc(OC)c(OC)cc3C2c2cccc([N+](=O)[O-])c2)cc1 (stereo not drawn)	7	-1	4	.	7	64*	-11	0.4	0
CN(C(=O)C1CCOC1)c1nnc(-c2ccncc2)s1 (stereo not drawn)	-4	-6	-2	5	8	24	2	0.8	-2
NC(=O)c1nn(-c2cccc(Cl)c2)c(=O)cc1O	3	-6	12	.	-3	-2	5	1	-9
COc1ccc(C(=O)NC(=S)NCc2ccc(-c3nc4ccccc4o3)cc2)cc1OC	-14	-9	-2	6	-6	-60	5	1.6	1
N=C1C=CC=C2C1=NC1(CCCCC1)N2O	5	-7	2	6	3	22	10	0.8	-5
CN1CCN(C(=O)CN2C(=O)CC(C)(C)S(=O)(=O)c3ccccc32)CC1	-39	3	-10	10	4	9	2	0.9	11
CCCC(=O)N1CCN(c2ccc(NC(=O)c3ccc(OCC)c([N+](=O)[O-])c3)cc2)CC1	22	-7	6	.	-4	25	-3	0.7	-3
CC1CCC2C(C1)c1sc(=O)[nH]c1SC2(C)C (stereo not drawn)	-3	-5	15	5	4	6	-2	0.9	-11
COc1ccc(C(=O)COC(=O)c2ccc(NC(=O)c3ccccc3)cc2)cc1	-27	-3	18	.	3	20	1	0.8	-16
O/N=C1\CCc2cc(Cl)ccc21	-5	1	-6	2	8	-8	8	1.1	3
CCCn1nnnc1NCc1ccccc1OCc1ccc(F)cc1	0	-10	-4	5	15	89*	7	0.1	3
O=C(NCc1ccccc1)c1cnsn1	3	-11	4	9	4	-4	-6	1	-2
CCCCC(=O)Nc1ccc(C(=O)NN2C(=O)c3ccccc3C2=O)cc1	1	-3	6	.	0	29	-4	0.7	-1
Cc1ccccc1C(=O)Nc1cccc(NC(=O)Cn2cnc3c(=O)n(C)c(=O)n(C)c32)c1	3	0	16	6	0	59*	-1	0.4	-16
Cc1ccc(-c2nc(SCC(=O)N(C)C3CCS(=O)(=O)C3)[nH]c2-c2ccc(C)cc2)cc1 (stereo not drawn)	-2	-11	10	.	3	34	11	0.7	-9
COc1cc2c(C(=O)N3CCN(C)CC3)c(C)oc2cc1Br	-13	-16	-13	9	0	5	-7	0.9	11
C(=N\N(c1ccccc1)c1ccccc1)/c1ccc2c(c1)OCO2	12	-3	2	.	5	56*	6	0.4	-4
COc1ccc(C(=O)Nc2c(N)nc(SCC(=O)N3CCC(C)CC3)[nH]c2=O)cc1OC	22	-4	9	6	2	-6	-2	1.1	-10
O=c1[nH]c(Nc2nc3ccccc3o2)nc2c1CCCC2	9	-7	13	7	12	5	-1	0.9	-14
COc1ccccc1C1CC(c2c(-c3ccccc3)c3cc(Cl)ccc3[nH]c2=O)=NN1S(C)(=O)=O (stereo not drawn)	-28	-5	14	1	6	60*	17*	0.4	-12
COc1ccc(-n2c(Cc3ccccc3)nnc2SCC(=O)N2CCCc3ccccc32)cc1	-7	-12	1	4	6	.	-5	.	-2
Cc1nn(C)c(C)c1C1Nc2ccccc2C(=O)N1O (stereo not drawn)	12	-7	6	2	6	.	-3	.	-6
COc1ccc(OC)c(-n2nnnc2SCC(=O)NCCc2ccccc2)c1	-11	-3	-2	6	9	54*	-2	0.5	0
CCC(=O)N1CN(S(=O)(=O)c2ccc(C)cc2)CC1C (stereo not drawn)	16	2	-13	5	1	13	-1	0.9	10
CN(C)S(=O)(=O)N1CCN(c2cccc(Cl)c2)CC1	15	-11	13	10	3	19	-1	0.8	-11
O=S(=O)(c1ccc2c(c1)OCCCO2)N1CCNCC1	-2	-16	-10	.	7	-11	3	1.1	10
Cn1c(N)c(C#N)c2c(c1=S)COC(C)(C)C2	-2	-14	-1	2	6	37	5	0.6	2
CC(=O)c1ccc(NC(=O)CSc2nccn2CCc2ccccc2)cc1	-3	-2	2	4	9	45	-3	0.5	0
C/C=C(\C)CN1CCN(c2ccc(C)cc2)CC1	8	-8	0	6	-1	-1	-3	1	1
COc1ccc(C2C(C(=O)N3CCN(c4ccccc4F)CC3)c3ccccc3C(=O)N2C)cc1 (stereo not drawn)	-2	-11	1	-2	0	28	-4	0.7	6
Cc1ccc(-c2csc(NC(=O)CSc3nc(C)cs3)n2)cc1	-7	-8	-11	7	9	.	-8	.	10
COc1ccc(Cn2nnc3c(=O)[nH]c(C4CCN(C(=O)c5ccccc5Cl)CC4)nc32)cc1	-30	1	3	.	2	80*	-1	0.2	-6

Full records as entered above. Values in the order: PLK1 PBD inh	PLK1 kinase inh	LYP inh 2	Candida biofilm	HIV Rev-RRE inh	CYP2C9 inhib	EphB4 ephrin blk	CYP2C9 act	LYP act
CCCOc1cc(C)c(S(=O)(=O)n2nnc3ccccc32)cc1C is listed with 15	-10	8	3	3	0	-1	1	-9
C(=N\N(c1ccccc1)c1ccccc1)/c1ccc2c(c1)OCO2 is listed with 12	-3	2	.	5	56*	6	0.4	-4

Next part
structure	PLK1 PBD inh	PLK1 kinase inh	LYP inh 2	Candida biofilm	HIV Rev-RRE inh	CYP2C9 inhib	EphB4 ephrin blk	CYP2C9 act	LYP act
N#CC(c1ccccc1F)(c1ncc(C(F)(F)F)cc1Cl)N1CCOCC1 (stereo not drawn)	7	1	9	.	4	3	6	1	-6
COc1cccc(C(=O)NCCC2=CCCCC2)c1OC	23	-3	7	.	3	29	9	0.7	-7
CC1(C)CC(NS(=O)(=O)c2ccccc2)CC(C)(C)N1	-2	3	1	6	5	-12	2	1.1	0
CCn1nc(C(=O)OC2CCOC2=O)c2ccccc2c1=O (stereo not drawn)	10	-15	-26	12	2	17	-6	0.8	23
COc1cccc(-c2[nH]nc3c2C(c2ccsc2)C(C#N)=C(N)O3)c1 (stereo not drawn)	-3	-2	2	.	2	-6	3	1.1	2
CCc1oc2ccccc2c1C(=O)CCN1CCCCC1	5	2	0	-1	2	-34	-1	1.3	-1
Cc1cc(N)n(-c2ccccc2)n1	-13	-15	-7	.	2	-8	2	1.1	7
Cc1cccc(NC(=S)N2CCC(c3nc4ccccc4o3)CC2)c1C	9	-8	4	.	0	18	0	0.8	-2
COc1ccccc1N1CCN(C(=O)c2cc(-c3ccc(Br)cc3)on2)CC1	-25	-15	12	0	-6	-12	-11	1.1	-12
CCCCC(=O)NC1(C(F)(F)F)C(=O)N(CC(C)C)C2=C1C(=O)CC(C)(C)C2 (stereo not drawn)	15	-9	0	.	-4	24	-6	0.8	2
Cc1cc2[nH]ncc2cc1NC(=S)NC(=O)c1ccccc1	-19	3	-1	.	9	98*	3	0	3
c1ccc(CCNc2ncnc3c2cnn3-c2ccccc2)cc1	21	2	-13	4	5	.	3	.	10
COc1ccc(C(CNC(=O)C2CC(=O)N(Cc3ccc(C)cc3)C2)N(C)C)cc1 (stereo not drawn)	0	-4	-3	6	1	21	1	0.8	0
CCOC(=O)c1[nH]c(C)c(/C(O)=C2\C(=O)C(=O)N(CCCN(CC)CC)C2c2cccnc2)c1C (stereo not drawn)	3	-7	8	4	1	.	1	.	-10
CCOC(=O)c1c(C)c(C(=O)NCc2ccccn2)c(C)n1C	6	-11	-2	11	0	-9	-9	1.1	-1
O=C(c1cccn2c(=O)c3cc(Cl)ccc3nc12)N1CCN(Cc2ccc3c(c2)OCO3)CC1	-25	8	-4	9	2	97*	2	0	2
N#Cc1c2c(c(N3CCN(c4ccccn4)CC3)n3c1nc1ccccc13)CCC2	-18	-13	-18	.	5	54*	-3	0.5	20
